# Bioassay records deposited in PubChem BioAssay by National Center for Advancing Translational Sciences (NCATS).
# MBNL1 CUG block = inhibitors of human MBNL1 binding to CUG repeat RNA. Q9NR56. TR-FRET MBNL1-His/biotin-(CUG)12 binding, 665/545 ratio. Potency, µM (doses to about 57.5 µM), inactives show at the highest dose activity change, negative = inhibition, actives largely listed as inhibitors. 280,000 compounds, 0.036% hits; active means well fitted inhibition curve with a large enough effect in the signal ratio, with a control signal flat, not every such curve was filed as active; inconclusive means small, poorly fitted or top-dose-only effect, or effect the other way, or a change in a side signal; inactive means no such curve, though single readings can be large or run the other way; the % refers to the signal ratio; further: potency means the concentration at half of the fitted maximal effect; on the % scale 0 is the no-effect control and ±100 the full control effect
#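 TR-FRET between His-tagged MBNL1 and biotin-(CUG)12 RNA, detected with Tb anti-His antibody (0.055 ng/ul) and streptavidin-XL665 (5 nM), 60 min at room temperature. Compounds titrated 92 nM to 58 uM; 665/545 nm ratio normalized to buffer and complex controls.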
# RORg inh = blocks mouse ROR gamma transcriptional activity; P51450; 310,000 compounds, 5.4% hits; Potency, µM (top dose mostly 53.6 µM), for the others: at the top dose activity change, negative = inhibition, most hits filed as inhibitors; Drosophila S2 Gal4-RORgamma UAS-luciferase reporter, 20 h; further: potency means the concentration at half of the fitted maximal effect; on the % scale 0 is the no-effect control and ±100 the full control effect; nearly all actives have a fitted effect of over 60% in size
#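 Luminescence from a UAS-regulated Photinus luciferase reporter in stably transfected Drosophila Schneider cells is measured; decreased signal marks ROR gamma inhibition. Fusion expression is induced by 700 uM copper sulfate for 20 hr.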
# Rab9 promoter act = Rab9 promoter activation | Huh7 Rab9 promoter-luciferase reporter, luminescence, 24 h | Potency, µM (highest dose often 9.22 µM), inactives show at the highest dose activation, negative = inhibition, usual class: activators | 320,000 compounds, 2.8% hits; further: potency means the concentration at half of the fitted maximal effect; % of control where 0% means no effect; nearly all actives have a fitted effect of over 60% in size
#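 Huh7 cells stably carrying Rab9 promoter–luciferase reporter, plated 1500 cells/well, compound added after 2 h and incubated 24 h at 37 °C; luciferase luminescence then read after 10 min with detection reagent.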
# FLuc modulator = firefly luciferase modulation, counter-screen for miR-21 project. P08659. purified FLuc, Km substrates, luminescence inhibition. Potency, µM (titrated, usually from 57.5 µM), for the others: at the highest dose activity change, negative = inhibition, usual class: inhibitors. 360,000 compounds, 6.9% hits. AID 588342;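 further: potency means the concentration at half of the fitted maximal effect; plate controls were vehicle for no effect and reference inhibitor for full effect; nearly all actives have a fitted effect of over 55% in size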
# Target sequence (P08659 whole entry, looked up): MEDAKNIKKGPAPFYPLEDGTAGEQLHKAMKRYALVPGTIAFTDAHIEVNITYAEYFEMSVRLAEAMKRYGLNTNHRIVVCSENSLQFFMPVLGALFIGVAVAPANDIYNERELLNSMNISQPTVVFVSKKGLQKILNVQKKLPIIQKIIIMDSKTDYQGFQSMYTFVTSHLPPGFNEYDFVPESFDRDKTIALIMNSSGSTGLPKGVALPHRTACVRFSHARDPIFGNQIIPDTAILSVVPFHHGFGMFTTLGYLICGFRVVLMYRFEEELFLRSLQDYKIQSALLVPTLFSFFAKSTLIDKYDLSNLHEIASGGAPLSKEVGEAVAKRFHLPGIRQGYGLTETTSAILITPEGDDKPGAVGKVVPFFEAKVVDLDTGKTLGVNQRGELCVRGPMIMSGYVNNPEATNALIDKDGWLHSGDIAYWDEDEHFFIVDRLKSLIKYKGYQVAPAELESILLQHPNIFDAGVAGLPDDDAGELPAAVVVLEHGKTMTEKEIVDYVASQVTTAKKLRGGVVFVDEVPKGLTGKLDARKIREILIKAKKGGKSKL
#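 Purified P. pyralis luciferase (10nM final) with 10uM D-luciferin and 10uM ATP (Km levels) in 50mM Tris acetate pH 7.5, 10mM Mg acetate, 0.01% Tween-20, 0.05% BSA; qHTS 6-point titration, ~60 µM downward; luminescence read.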
# PKM2 activator = activators of human pyruvate kinase M2 | P14618 | purified PKM2, Kinase-Glo ATP luminescence, activation; response scale: 0% is enzyme alone, no compound | Potency, µM (doses to about 57.5 µM), without a hit: top-dose activation, actives largely listed as activators | 260,000 compounds, 0.34% hits | AID 1631; further: potency means the concentration at half of the fitted maximal effect; on the % scale 0 is the no-effect control and ±100 the full control effect; nearly all actives have a fitted effect of over 55% in size
#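 Purified hPK-M2 (>95%) run at intermediate activity with 0.1 mM ADP and 0.5 mM PEP in 50 mM imidazole pH 7.2, KCl, MgCl2; 1 h room temperature. ATP formed read by Kinase-Glo luminescence; normalized to uninhibited and no-enzyme controls.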
# Mito fusion yeast = mitochondrial division inhibition or fusion activation. S. cerevisiae fusion-defective mutant growth rescue, CellTiterGlo 48 h. Potency, µM (top dose mostly 46.1 µM), inactives show at the highest dose growth rescue (activation), actives largely listed as activators. 320,000 compounds, 0.23% hits. AID 485298;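 further: potency means the concentration at half of the fitted maximal effect; % of control where 0% means no effect; nearly all actives have a fitted effect of over 45% in size; temperature-sensitive fusion mutants such as fzo1-1 at 37 °C on non-fermentable ethanol glycerol medium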
#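 Temperature-sensitive fusion-defective S. cerevisiae (e.g. fzo1-1, mgm1-5) were grown with compound in YPEG medium (3% ethanol, 3% glycerol) for 48 hours at 37C. Growth rescue was measured as viability by CellTiterGlo luminescence after 10 minutes at ambient.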
# Gal4-VP16 FLuc = counter-screen for ROR gamma inhibitors: Gal4-VP16 reporter; Drosophila S2 Gal4-VP16 UAS-luciferase, luminescence, 20 h; 310,000 compounds, 3.5% hits; Potency, µM (top dose mostly 53.6 µM), inactives show at the top dose activity, negative = inhibition, most hits filed as inhibitors; AID 2546;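 further: Gal4-VP16 expression switched on by copper sulfate through the metallothionein promoter; potency means the concentration at half of the fitted maximal effect; on the % scale 0 is the no-effect control and ±100 the full control effect; nearly all actives have a fitted effect of over 50% in size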
# KCNH2 3.1 inh = blocks the human KCNH2 3.1 channel isoform; AID 720553; activity change, % (tested at about 1.8 µM); U2OS KCNH2 3.1, thallium flux FluxOr; active compounds read low; 340,000 compounds, 0.95% hits;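 active means maximum activity change below -70%; inconclusive means maximum activity change from -70% to -50%; inactive means maximum activity change above -50%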;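 further: thallium influx rate constant from kinetic fluorescence after stimulation buffer; on the % scale 0 is the no-effect control and ±100 the full control effect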
#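 Measured as rate of thallium-driven FluxOr signal in transduced U2OS cells carrying the 3.1 channel, read kinetically for 2 min upon stimulation; values are rate constants scaled to DMSO control wells.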
# ELG1 DNA repair = inhibitors of ELG1-dependent DNA repair in HEK293T cells | HEK293T ELG1-luciferase reporter, luminescence, 16 h; DNA damage induced by 5-fluorouridine | Potency, µM (highest dose often 46.1 µM), inactives show top-dose activity change, negative = inhibition, usual class: inhibitors | 330,000 compounds, 2.3% hits; further: potency means the concentration at half of the fitted maximal effect; on the % scale 0 is the no-effect control and ±100 the full control effect; nearly all actives have a fitted effect of over 55% in size
#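 HEK293T cells expressing luciferase-tagged ELG1 (2,000/well) received 5-Fluorouridine plus compound or DMSO for 16 hr at 37 °C. Luciferase was read by ONE-Glo luminescence after 30 min at room temperature.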
# Menin-MLL TR inh = inhibitors of human menin-MLL interaction, mutant MLL peptide; O00255; Menin + Texas Red MLL mutant peptide, fluorescence polarization; Potency, µM (titrated, usually from 61.6 µM), for inactives: top-dose FP activity change, negative = inhibition, usual class: inhibitors; 270,000 compounds, 0.23% hits; AID 1768; active means well fitted inhibition curve with a large enough effect in the polarisation, with a control signal flat, not every such curve was filed as active; inconclusive means small, poorly fitted or top-dose-only effect, or effect the other way, or a change in a side signal; inactive means no such curve, though single readings can be large or run the other way; the % refers to the polarisation; further: potency means the concentration at half of the fitted maximal effect; % of control where 0% means no effect; many of its hits are not listed in these tables
# Target sequence (O00255 whole entry, looked up): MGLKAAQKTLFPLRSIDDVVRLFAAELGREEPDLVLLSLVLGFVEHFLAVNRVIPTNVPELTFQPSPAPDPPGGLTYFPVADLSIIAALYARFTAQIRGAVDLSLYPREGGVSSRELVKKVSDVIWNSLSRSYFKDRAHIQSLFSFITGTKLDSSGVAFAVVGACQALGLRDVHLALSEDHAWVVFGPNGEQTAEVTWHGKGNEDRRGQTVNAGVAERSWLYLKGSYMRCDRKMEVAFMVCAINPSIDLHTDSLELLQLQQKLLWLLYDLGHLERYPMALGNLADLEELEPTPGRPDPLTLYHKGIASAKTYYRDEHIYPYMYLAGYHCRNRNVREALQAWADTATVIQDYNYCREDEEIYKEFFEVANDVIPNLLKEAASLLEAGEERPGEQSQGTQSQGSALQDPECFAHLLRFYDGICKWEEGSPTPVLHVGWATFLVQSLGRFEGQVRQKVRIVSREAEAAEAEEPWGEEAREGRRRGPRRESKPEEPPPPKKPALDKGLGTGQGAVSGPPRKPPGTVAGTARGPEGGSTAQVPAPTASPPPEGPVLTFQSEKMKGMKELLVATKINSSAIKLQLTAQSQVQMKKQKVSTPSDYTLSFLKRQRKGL
# NPC1 promoter act = activators of NPC1 promoter | Huh7 NPC1 promoter luciferase reporter, 24 h | Potency, µM (highest dose often 9.22 µM), for inactives: top-dose activation, hits mostly activators | 320,000 compounds, 2.4% hits | AID 485313;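 further: potency means the concentration at half of the fitted maximal effect; % of control where 0% means no effect; nearly all actives have a fitted effect of over 60% in size; reporter is driven by a mutant NPC1 promoter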
#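 Stable NPC1-promoter luciferase Huh7 line; cpd (DMSO) 24 h, 37 °C, 5% CO2; Amplite luciferase reagent 10 min RT; luminescence readout. qHTS format.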
# Starred values were filed as active, the others as inactive; u = inconclusive; x = no result given; & = joins results of further samples; [ ] = another dose, or the depositor's remark. Unless noted, the call rests on the fitted dose curve; in most records, active means well fitted curve in the direction sought with a large enough effect; inconclusive means small, poorly fitted or top-dose-only effect, or another doubt; inactive means no such curve, though single readings can be large; an effect the other way counts as inactive or inconclusive. Not all compounds are listed, so the mix of outcomes need not match the whole.
SMILES,MBNL1 CUG block,RORg inh,Rab9 promoter act,FLuc modulator,PKM2 activator,Mito fusion yeast,Gal4-VP16 FLuc,KCNH2 3.1 inh,ELG1 DNA repair,Menin-MLL TR inh,NPC1 promoter act
O=C(CN1CCN(Cc2ccc(F)cc2Cl)C1=O)NCCc1ccc(Cl)cc1,-2.8%,24.7%,-7.3%,-0.7%&-0.1%,2.2%,10.8%,2.6%,-6.2,-0.8%,x,-3.9%
COc1ccccc1-c1cc(C(=O)Nc2ccccc2SC)no1,-0.2%,16.4%,17.1%,u,-0.8%,-0.4%,-7.1%,-3.9,8.7%,u,11.7%
CC1CCCN(C(=O)C23CCC(C)(C(=O)C2)C3(C)C)C1 (stereo unspecified),-3.2%,-4.6%,-2.0%,5.5%,5.0%,10.6%,-1.7%,17.5,7.9%,x,-2.1%
N#CCCN/N=C(/Cc1nc2ccccc2[nH]1)c1ccc(Cl)cc1,-2.3%,u,u,26.9µM*,6.7%,-3.2%,-1.6%,x,u,u,24.1%
CCOC(=O)C1(CCOc2ccccc2)CCN(C(=O)c2cncs2)CC1,-9.8%,u,12.1%,0.2%,-8.1%,-1.0%,5.3%,20.7,3.4%,-29.0%,-6.4%
Cc1ccnc(N=Cc2c(O)ccc3oc4c(c23)CCCC4)c1,x,u,-4.7%,-8.0%,-5.0%,-0.4%,u,x,u,-4.8%,-2.3%
Cc1cccc(NC(=O)CC2C(=O)NCCN2C(=O)Nc2ccc(Cl)cc2)c1 (stereo unspecified),-3.9%,24.1%,-3.8%,17.3%,-1.2%,-2.4%,-9.2%,6.4,u,x,-4.9%
C/C=C/C=C\C(=O)Nc1cccc(C2=NOC3(C2)C[C@@H](C(N)=O)N(C(=O)c2cc([N+](=O)[O-])cc([N+](=O)[O-])c2C)C3)c1 (stereo partly specified),u,-13.4%,-1.3%,7.57µM*,u,7.6%,0.0%,0.4,-16.0%,x,-1.6%
CN(c1ccc(OCC(=O)N2CCOCC2)cc1)S(=O)(=O)c1ccc(Cl)cc1,-0.6%,u,-2.3%,1.5%,-7.5%,-1.6%,9.9%,-6.1,-17.3%,-0.4%,0.2%
CS(=O)(=O)c1ccc(C(=O)Nc2nc(-c3ccco3)c(-c3ccco3)s2)cc1,x,x,-1.5%,u,x,11.5%,x,-9.0,2.4%,x,-3.8%
CC1CCCN(C(=O)COC(=O)CNC(=O)c2sc3ccccc3c2Cl)C1 (stereo unspecified),x,x,-4.1%,23.9µM*,x,-3.1%,x,-1.0,13.5%,x,-4.1%
CCN1CCN(CCCNC(=O)c2cc3c(=O)[nH]c4ccccc4c3s2)CC1,14.2%,-26.2%,0.0%,-1.0%,-4.9%,2.3%,-5.7%,9.1,u,-2.8%,-0.3%
COc1cc(CCNc2ccc3nnc(-c4ccccc4)n3n2)cc(OC)c1OC,-9.6%,38.3%,-7.5%,-2.5%,1.1%,-4.0%,-1.7%,5.1,-15.3%,0.5%,-4.5%
COc1ccccc1NC(=O)COc1ccc(/C=N/NC(=O)CSCc2cc(C)cc(C)c2)cc1,-3.0%,-17.8%,-3.6%,4.5%,2.2%,-5.0%,3.2%,-0.9,-12.5%,9.4%,-2.7%
CCn1c(Cc2ccccc2)nnc1SCC(=O)N1CCCC1=O,-1.4%,x,4.0%,2.5%,-5.3%,0.6%,x,10.0,-1.7%,1.0%,-0.6%
COc1ccc2c(c1OC)C(=O)NC(C)=C(C(=O)OC(C)(C)C)C2O (stereo unspecified),-18.1%,-2.2%,0.9%,4.1%,-6.5%,-0.3%,-9.0%,8.3,-0.9%,-1.8%,1.0%
Cc1cc(C)cc(NC(=O)Cn2nnc(C(=O)NCc3ccccc3Cl)c2N)c1,-4.6%,2.3%,2.8%,1.4%&1.8%,x,4.2%,-18.4%,-39.7,6.2%,u,-5.7%
CCCC(C)NC(=O)CSc1nnc2ccccn12 (stereo unspecified),1.4%,16.8%,7.9%,1.4%,-7.9%,-7.4%,-0.6%,50.8,12.6%,-12.8%,-3.9%
Cn1nc(C(=O)N2CCN(c3ccc(F)cc3)CC2)c2c1-c1ccccc1S(=O)(=O)C2,0.1%,9.6%,-4.3%,3.9%,x,6.9%,-5.0%,1.9,-19.5%,x,-7.2%
CC(C)N(C(=O)CSc1nnnn1-c1ccc2c(c1)OCO2)C(C)C,6.0%,-15.8%,-10.3%,0.6%,-2.1%,5.4%,-20.7%,1.5,-2.3%,0.5%,0.6%
Cc1sc2nc(CN3CCOCC3)nc(N3CCC(C(N)=O)CC3)c2c1C,-18.0%,u,-1.1%,-2.0%,-2.8%,3.1%,-10.1%,5.1,0.8%,-0.7%,-1.8%
O=[N+]([O-])c1ccc(/C=N\NS(=O)(=O)c2ccc(F)cc2)o1,u,u,14.0%,-1.5%,-1.4%,-9.0%,14.1µM*,-84.9*,11.6%,2.1%,0.4%
O=C1C2C3C=CC(C3)C2C(=O)N1c1nc2ccccc2s1 (stereo unspecified),-2.9%,33.5%,-4.7%,19µM*,0.1%,3.2%,0.4%,5.5,28.4%,3.8%,2.3%
COc1cccc(C(=O)Nc2ccc(NC(=O)c3ccco3)cn2)c1,2.6%,25.9%,u,21.3µM*,-2.7%,2.2%,2.2%,-10.8,u,23.4%,u
COc1ccc(C(=O)Nn2c(CC(C)C)nc3cc(Cl)ccc3c2=O)c(OC)c1,3.0%,-4.8%,0.0%,0.1%,-3.1%,-4.8%,-0.6%,0.5,-8.2%,-4.0%,-3.8%
CCOC(=O)c1ccc(-c2ccc(/C=N/NC(=O)CN(c3ccccc3Br)S(C)(=O)=O)o2)cc1,12.5%,-24.7%,u,-16.9%,u,-3.9%,-23.5%,-12.6,u,0.4%,u
CCCN(C(=O)c1cc(C)ccc1C)c1c(N)n(Cc2ccccc2)c(=O)[nH]c1=O,x,x,1.2%,2.2%,x,-0.7%,x,-13.1,-2.1%,x,-1.5%
O=C(Cc1cccs1)Nc1cccc([N+](=O)[O-])c1,u,34.5%,24.0%,-11.8%,1.5%,-1.3%,-9.4%[10 µM],-29.5,18.2%,u,-0.7%
Cc1occc1-c1nnc(SCC(=O)N2CC(=O)Nc3ccccc32)n1CC(C)C,3.0%,32.2%,-2.7%,1.5%[2.3 µM],-0.7%,-0.2%,-2.0%,13.6,-2.6%,-0.2%,-3.6%
COc1ccc(CNC(=O)CNC(=O)c2c(C)nn(C)c2Cl)cc1,-5.4%,10.9%,-5.6%,5.1%,-2.2%,-1.5%,2.4%,10.8,10.8%,4.0%,-9.1%
CCCN(CCC)S(=O)(=O)c1ccc(C)cc1,1.1%,-13.1%,-4.3%,0.9%,6.0%,-4.2%,-7.5%,2.5,1.4%,-13.9%,-1.9%
COc1ccc([C@@H]2[C@@H]3C(=O)N(C(C)(C)C)C(=O)[C@@H]3[C@]3(CC(C)C)C(=O)N(c4cccc(F)c4)C(=O)N23)cc1,x,x,-2.9%,1.0%,x,7.6%,x,-0.5,14.5%,x,-0.5%
CCCCN(C(=O)C1=NN(c2ccccc2)C(=O)CC1)c1c(N)n(CC(C)C)c(=O)[nH]c1=O,x,x,2.0%,-2.4%,x,-2.0%,x,30.3,17.3%,x,-1.0%
COc1cc(NC(=O)CN2C(=O)c3ccccc3S2(=O)=O)c(OC)cc1Cl,-10.4%,19.1%,-8.0%,1.1%,3.1%,1.9%,1.2%,-0.7,2.1%,16.1%,-1.9%
COc1ccccc1NC(=O)C1C2C=CC3(CN(Cc4cccnc4)C(=O)C13)O2 (stereo unspecified),-1.7%,13.3%,-1.4%,0.6%,-5.9%,5.1%,-1.2%,9.4,10.5%,3.4%[11.7 µM],8.6%
O=C(N=C1SC2CS(=O)(=O)CC2N1c1ccc(Cl)cc1Cl)C1CCCO1 (stereo unspecified),-0.1%,0.6%,0.2%,1.1%,4.6%[0.46 µM],-8.5%,-1.2%,9.4,20.0%,-14.6%,-3.9%
O=C(CSC1=NS(=O)(=O)c2ccccc2N1)c1ccccc1,x,x,11.6%,u,x,4.1%,x,-8.9,u,x,0.6%
COc1cccc(OC)c1C(=O)Nc1ccccc1N1CCCC1,0.9%,-5.7%,-1.5%,-0.7%,0.5%,-1.2%,-2.1%,-10.4,6.0%,-7.9%,0.6%
